# Assay outcomes deposited in PubChem by several laboratories.
# KOR beta-arrestin-1 – KOR agonists, beta-arrestin recruitment, primary screen, cell-based, luminescence, uHTS (AID 1777) | KOR beta-arrestin recruitment, luminescence; higher % means a stronger effect | activation, % at 10 µM, or EC50 in µM where a hit was titrated | 280,000 tested, 0.02% active; in the data active = activation above about 50%, passing the limit was not always enough; also: a part of the inactive calls stands beside numbers as strong as those of hits
# SV40 large T antigen – TAg ATPase/helicase activity blockers – biochemical (AID 1903) | SV40 large T antigen ATPase/helicase inhibition assay; higher % means a stronger effect | inhibition, % at 20 µM, or IC50 in µM where a hit was titrated | 310,000 tested, 0.39% active; in the data active = a potency from the dose series; inconclusive = inhibition mostly from about 32% at the one dose, without a potency; inactive = the rest, 99 in 100 with inhibition below about 32%; also: strong numbers were not always called active
# Rac1 GTP hydrolysis – MgcRacGAP GTPase-activating activity inhibitors, confirmation, biochemical, ADP Hunter fluorescence; MgcRacGAP-stimulated Rac1 GTP hydrolysis, ADP Hunter fluorescence; higher % means a stronger effect; GST-tagged Rac1 F28L mutant substrate; inhibition, % at 30 µM, or IC50 in µM where a hit was titrated; 340,000 tested, 0.6% active;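 active = first-screen hits whose inhibition reached a set limit at any dose in the follow-up dose series; inconclusive = inhibition above the set first-screen limit but never retested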;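 also: fluorescence reports GDP produced by GAP-driven GTP hydrolysis; strong numbers were not always called active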
# KOR beta-arrestin-2 – KOR antagonists, beta-arrestin recruitment, cell-based, luminescence, uHTS (AID 1778); KOR beta-arrestin recruitment, luminescence, antagonist mode; higher % means a stronger effect; inhibition, % at 10 µM, or IC50 in µM where a hit was titrated; 290,000 tested, 0.091% active; also: strong numbers were not always called active
# GPR55 antagonists – inhibition of LPI-stimulated GPR55 beta-arrestin translocation – imaging, U2OS, beta-arrestin-GFP, LPI agonist, primary screen (AID 2013) | inhibition, % at 10 µM; hits with a dose series show IC50 in µM | 290,000 tested, 0.13% active | U2OS GPR55 beta-arrestin-GFP translocation imaging, LPI antagonism; higher % means a stronger effect;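 active = spots per cell inhibited over 60%, with over 100 cells counted and total cytoplasm intensity under 500,000; inconclusive = wells with under 100 cells, flagged as likely toxic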;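 also: U2OS cells stably carrying GPR55 and arrestin-GFP stimulated by 5 µM LPI near EC80; imaged beta-arrestin-GFP aggregate spots per cell after agonist stimulation; plate controls were LPI-stimulated DMSO wells for no effect and DMSO wells without LPI for full effect; some results filed as inactive read as strong as hits; confirmed hits need IC50 under 10 µM and bright autofluorescent wells are also inconclusive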
# HIV peptide binding – inhibitors of HIV fusion peptide binding, primary screen, biochemical, uHTS, fluorescence dequenching (AID 1986); 290,000 tested, 0.3% active; inhibition, % at 20 µM; hits with a dose series show IC50 in µM; cell-free peptide binding, fluorescence dequenching, 30 min; higher % means a stronger effect; in the data active = inhibition mostly above about 52%, no sharp cut-off; inactive = mostly below about 76%; also: some results filed as inactive read as strong as hits
# NOD1 NF-kB reporter – NOD1 signaling inhibitors, primary screen, cell-based, luminescence, uHTS (AID 1578) | one-dose inhibition, % at 4 µM; EC50 in µM for titrated hits | NOD1-driven NF-kB luciferase reporter cells, luminescence; higher % means a stronger effect | 290,000 tested, 1% active; in the data active = inhibition mostly above about 36%, no sharp cut-off; inactive = mostly below about 34%;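 also: HEK-293T reporter cells stimulated with the NOD1 agonist gamma-tri-DAP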
# GPR55 activation – selective activators of receptor GPR55 – imaging, U2OS cells, beta-arrestin-GFP redistribution, primary screen (AID 1961). U2OS GPR55 beta-arrestin-GFP redistribution imaging; higher % means a stronger effect. activation, % at 10 µM; hits with a dose series show EC50 in µM. 290,000 tested, 0.048% active;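 active = activation above 40% with more than 50 cells counted in the well; inconclusive = wells holding fewer than 50 cells, flagged as toxic or sparse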;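 also: U2OS osteosarcoma cells stably expressing GPR55 and beta-arrestin-GFP; plate controls were DMSO negative control for no effect and LPI positive control for full effect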
# NOD2 inhibition – NOD2 signaling inhibitors, cell-based, luminescence, uHTS, HEK293 (AID 1566). HEK293 NOD2/NF-kB luciferase reporter, luminescence; higher % means a stronger effect. 290,000 tested, 0.63% active. inhibition, % at 4 µM; hits with a dose series show EC50 in µM; also: many of its hits are not listed in these tables
# The depositor's hits bear a star; u = inconclusive; x = no result given; [ ] = remark or other dose. Rule as the data show it, unless noted: active = inhibition above about 50%; inactive = the rest. These rows are one share of the data (hit frequency here may not be typical).
SMILES,KOR beta-arrestin-1,SV40 large T antigen,Rac1 GTP hydrolysis,KOR beta-arrestin-2,GPR55 antagonists,HIV peptide binding,NOD1 NF-kB reporter,GPR55 activation,NOD2 inhibition
O=c1c2nncn2c2cccnc2n1CCNc1ncc(C(F)(F)F)cc1Cl,-2.5%,9%,10%,21%,1%,-0.8%,6%,-1.9%,12%
Cc1ccc(OP(=O)(Nc2c(C)n(C)n(-c3ccccc3)c2=O)Oc2ccc(C)cc2)cc1,-3.7%,4%,2%,x,-3%,0.2%,-16%,1.6%,3%
Cc1ccc(-c2nc3ccccc3[nH]c2=O)cc1,1.4%,15%,4%,17%,-12%,-2.1%,-8%,0.8%,-50%
O=C(NCc1ccco1)C1(c2ccccc2)CCCC1,2.5%,4%,1%,-17%,2%,1.3%,-18%,-0.1%,4%
COc1ccc(C(OC(=O)c2ccco2)C(=O)NC2CCCC2)cc1 (configuration not stated),-1.2%,5%,4%,-19%,1%,-0.8%,-18%,-0.2%,-15%
C=CCC1NS(=O)(=O)O[C@H](CCCC)[C@@H]1O (some centres not stated),-9.0%,5%,-14%,-8%[20 µM],-11%,1.1%,2%,-0.1%,9%
CSc1ccc(S(=O)(=O)Nc2cccc(F)c2)cc1,-6.3%,2%,x,16%,14%,-0.9%,25%,0.2%,13%
CCOc1cccc2cc(-c3csc(NC(=O)CCC(=O)NCCN4CCCCC4C)n3)c(=O)oc12 (configuration not stated),-5.4%,10%,2%,23%,14%,0.9%,-56%,-0.3%,-97%
Cc1nonc1NC(=O)CSc1ccc(-c2ccccc2)nn1,8.2%,6%,10%,31%,4%,-2.4%,8%,0.0%,2%
C=CCn1c(=O)c2c(nc(-n3nc(C)cc3C)n2C)n(C)c1=O,-1.1%,6%,2%,-47%[20 µM],-5%,0.0%,-30%,-0.2%,-8%
COc1ccc(N(C)C(=O)c2cn(CC(C)C)c(=O)c3cc(OC)c(OC)cc23)cc1,-18%,22%,5%,19%,13%,0.3%,-5%,0.3%,11%
CC(=O)Nc1cccc(C(=O)Nc2cccc3ncccc23)c1,-4.0%,7%,5%,10%,2%,1.1%,-36%,-0.1%,-17%
Cc1ccsc1/C=C(\C#N)C(=O)Nc1c(C)n(C)n(-c2ccccc2)c1=O,-3.6%,8%,4%,12%,-2%,-3.3%,23%,0.1%,10%
Cc1ccc2cc(CN(C(=O)c3ccco3)c3ccccc3)c(=O)[nH]c2c1,0.5%,2%,8%,3%,28%,2.9%,-8%,-0.2%,0%
CCOc1c(Nc2ccc(C(C)C)cc2)c(=O)c1=O,0.6%,14%,5%,26%,1%,-0.5%,10%,0.5%,14%
CCC(C)C1Nc2ccc(C(=O)NCc3ccc4c(c3)OCO4)cc2NC1=O (configuration not stated),4.0%,-24%,4%,-49%,1%,-1.5%,48%,0.3%,-19%
NC(=O)C(CC(=O)O)NC(=O)[C@@H]1CCOc2c(I)cc([N+](=O)[O-])cc2C(=O)N[C@@H](CCC(=O)O)C(=O)N[C@@H](CO)C(=O)N1 (some centres not stated),3.1%,9%,x,-2%,7%,14%,-23%,-0.3%,14%
COc1ccccc1NC(=S)Nc1cccc(F)c1,2.9%,23%,10%,-2%,-4%,3.7%,-15%,-0.3%,-3%
O=C(c1ccccc1)C1CCN(c2ncccc2[N+](=O)[O-])CC1,-1.1%,6%,10%,4%,-2%,-0.2%,-9%,-0.2%,9%
CC1CCCCC1NC(=O)C1CCC(CNc2c(N3CCCCC3)c(=O)c2=O)CC1 (configuration not stated),1.1%,14%,1%,12%,19%,0.2%,2%,-0.1%,19%
O=C(Cn1cc[n+](CC(=O)c2ccc(Cl)cc2Cl)c1)c1ccc(Cl)cc1Cl,1.6%,8%,x,10%,0%,-2.2%,-8%,0.2%,2%
C#CCOCCOCCOCCNc1nc(N2CCN(C(=O)C([C@@H](C)CC)n3cc(C(N)Cc4ccc(O)cc4)nn3)CC2)nc(N2CCN(C(=O)[C@H](CCC(=O)O)n3cc(C(N)Cc4ccc(O)cc4)nn3)CC2)n1 (some centres not stated),2.7%,19%,16%,12%,1%,0.1%,-6%,0.5%,-5%
Cc1nc(CC(=O)c2c(C)cc(O)cc2O)cs1,-8.6%,6%,10%,2%,8%,2.8%,30%,0.3%,30%
Cn1nc2c3ccccc3n(Cc3ccccc3)c2nc1=S,0.1%,2%,14%,-3%,5%,1.9%,-5%,-0.1%,-29%
COCCCNS(=O)(=O)c1ccc2c(c1)OCCO2,0.8%,-2%,-1%,-4%,-12%,-2.0%,-4%,0.0%,-8%

# Brought forward from above: 2 entries, followed by the next part.
SMILES,KOR beta-arrestin-1,SV40 large T antigen,Rac1 GTP hydrolysis,KOR beta-arrestin-2,GPR55 antagonists,HIV peptide binding,NOD1 NF-kB reporter,GPR55 activation,NOD2 inhibition
Cn1nc2c3ccccc3n(Cc3ccccc3)c2nc1=S,0.1%,2%,14%,-3%,5%,1.9%,-5%,-0.1%,-29%
COCCCNS(=O)(=O)c1ccc2c(c1)OCCO2,0.8%,-2%,-1%,-4%,-12%,-2.0%,-4%,0.0%,-8%
Cc1ccc(N(CC(=O)NC(C)c2ccccc2)S(=O)(=O)c2c(C)n[nH]c2C)cc1 (configuration not stated),2.6%,5%,-9%,-8%,-9%,-1.4%,24%,0.3%,8%
CCn1c(=O)c(C(=O)NCCc2ccc(Cl)cc2)c(O)c2ccccc21,1.0%,28%,9%,10%,3%,1.8%,3%,-0.2%,15%
Nc1c(C(=O)c2ccc(Cl)cc2)oc2ccccc12,0.7%,12%,1%,x,12%,-1.8%,-60%,0.8%,-56%
CCN(CC)S(=O)(=O)c1ccc(C(=O)Nc2cc(C)cc(C)c2)cc1,1.6%,1%,0%,51%,18%,0.1%,22%,0.4%,20%
O=C(Nc1ccc(Nc2ccccc2)cc1)c1cc([N+](=O)[O-])ccc1Cl,-0.8%,12%,20%,3%,-4%,-2.3%,6%,-0.2%,-33%
O=C(CSc1ccc(-c2nc3ccccc3[nH]2)cn1)N1CCN(C(=O)c2ccco2)CC1,-1.1%,-4%,19%,-26%,5%,-2.5%,-2%,0.2%,1%
NC(=S)Nc1ccc(C(F)(F)F)cc1Cl,-4.1%,20%,6%,4%,2%,0.8%,-7%,-0.2%,4%
CCCCN(C(=O)COC(=O)CSc1cc(C)c2ccccc2n1)c1c(N)n(CCC)c(=O)[nH]c1=O,-2.3%,7%,6%,15%,16%,-1.0%,-18%,-0.1%,8%
Cc1ccccc1-n1c(Cn2c(=O)sc3ccccc32)nnc1SC(C)C,4.8%,0%,8%,11%,14%,-1.5%,-13%,-0.5%,7%
COc1cc(C(=O)OCC(=O)N2CCOCC2)c([N+](=O)[O-])cc1OC,-4.6%,22%,5%,20%,-5%,-1.3%,-14%,0.2%,1%
CCCCc1nc2sc3c(c2c(=O)[nH]1)CCC3,2.7%,6%,-8%,-12%,-25%,-0.1%,-12%,-0.2%,12%
COc1ccc(OC)c(C(=O)N/N=C/c2ccccn2)c1,1.4%,8%,7%,0%,1%,1.6%,-10%,-0.1%,-5%
COc1ccccc1NS(=O)(=O)c1cccc(C(=O)OCc2nc3ccccc3s2)c1,15%,7%,5%,-10%,13%,13%,-23%,-0.3%,-18%
CCCc1ccc(-c2ccc(C(=O)O)cc2)nc1,8.0%,-2%,-2%,-45%,-1%,0.8%,-26%,-0.2%,-73%
Cc1ccc2[nH]c3c(=O)n(N)c(C)nc3c2c1,1.0%,8%,x,-15%,0%,-1.3%,-69%,-0.5%,-11%
COc1cc(NC(=S)NC2CC(C)(C)NC(C)(C)C2)cc(OC)c1,x,20%,7%,-39%[20 µM],-12%,0.3%,-55%,0.5%,6%
CC1(C)C2CCC(C2)C1(C)NC(=O)C[N+](C)(C)C (configuration not stated),-0.8%,x,9%,24%,10%,0.1%,-7%,0.0%,4%
CCOC(=O)/C(C#N)=N/Nc1ccccc1OC,5.1%,-10%,3%,0%,-3%,1.5%,-21%,0.2%,-23%
Cc1ccccc1NC(=O)Nc1ccccc1C(=O)NCc1ccccc1,14%,9%,9%,-12%,3%,-1.8%,-19%,-0.2%,5%
Cc1ccc(OC/C(O)=C(\C#N)c2nc3ccccc3s2)cc1,-0.9%,10%,0%,13%,-4%,9.7%,58%,-0.2%,29%
COc1ccc(-c2cc3c(=O)n(CC(=O)Nc4ccc(Cl)cc4)nc(C)n3n2)cc1,1.1%,11%,-5%,8%,6%,-1.9%,-50%,0.2%,-11%
O=C(/C=C/NNC(=O)c1ccccc1)c1ccccc1,-1.7%,5%,5%,22%,-10%,0.6%,-10%,0.3%,8%
O=C(c1cccc(S(=O)(=O)N2CCCC2)c1)N1CCN(c2ccccc2)CC1,-2.4%,11%,5%,-40%,2%,0.4%,1%,-0.1%,5%
CC1CN(C)C(C)CC1NCc1ccc2c(c1)OCO2 (configuration not stated),14%,-3%,-3%,1%,9%,2.5%,-30%,0.6%,1%
O=C(CCn1c(=O)oc2cc(Cl)ccc21)Nc1ccc(O)cc1,-4.7%,25µM*,u,1%,0%,-0.2%,-33%,-0.2%,2%

# (list continues)
SMILES,KOR beta-arrestin-1,SV40 large T antigen,Rac1 GTP hydrolysis,KOR beta-arrestin-2,GPR55 antagonists,HIV peptide binding,NOD1 NF-kB reporter,GPR55 activation,NOD2 inhibition
Cn1nc(C(=O)N2CCC(C(N)=O)CC2)c2c1-c1ccccc1SC2,-7.4%,x,2%,-33%[20 µM],1%,1.2%,-16%,-0.1%,13%
CC(=O)N(C(C)=O)S(=O)(=O)c1ccc(N=NN2CCOCC2)cc1,2.3%,19%,6%,-3%,4%,6.5%,-26%,-0.3%,-1%
Cc1ccc(S(=O)(=O)N2CCOCC2)cc1C(=O)NCc1cccs1,-3.2%,10%,0%,11%[20 µM],-15%,-1.4%,-12%,-0.1%,10%
CCN1C(C)=C(C)S/C1=C1\SC(=S)N(N)C1=O,x,14%,6%,-39%[20 µM],-8%,-0.2%,8%,0.2%,1%
CC(C)NS(=O)(=O)c1ccc(OCC(=O)NCc2ccco2)cc1,-7.1%,2%,-1%,8%[20 µM],10%,-0.8%,-24%,0.3%,0%
Cc1ccc(Cl)cc1NC(=O)C1CCCN(c2cnccn2)C1 (configuration not stated),2.1%,7%,3%,-14%,-1%,-0.4%,5%,-0.1%,9%
Cc1nc2sc(C(=O)OCC(=O)N3c4ccccc4CC3C)c(C)c2c(=O)[nH]1 (configuration not stated),-1.1%,12%,0%,-10%,7%,-1.6%,-12%,-0.5%,-10%
CN(Cc1nc2ccccc2n1C)C(=O)c1cccs1,-0.6%,-4%,6%,9%,-5%,0.5%,6%,-0.2%,18%
COc1cc(NC(=O)c2cc3c(Cl)nc4ccccc4c3s2)cc(OC)c1OC,3.7%,5%,9%,-6%,2%,-0.9%,-19%,-0.3%,46%
CN1C(=O)CSc2ccc(NC(=O)NCc3ccc(F)cc3)cc21,3.2%,7%,1%,4%,-7%,2.4%,-28%,-0.3%,-4%
